Screening data (PubChem)
VIM-2 inhibitor: inhibitors of Pseudomonas aeruginosa VIM-2 metallo-beta-lactamase | inhibition, % at 5.6 µM | purified VIM-2, nitrocefin hydrolysis, epi-absorbance fluorescence | AID 1527 | actives 0.89% (n = 290,000);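 active means inhibition above the mean of all tested compounds plus 3 SD, cutoff set per screening run, cut at about 7.5% in these data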;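 further: red hydrolysis product quenches plate fluorescence so inhibitors raise well fluorescence; 0% = enzyme with DMSO and 100% = DMSO without enzyme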
PHOSPHO1 block: blocks human PHOSPHO1 phosphatase activity; recombinant PHOSPHO1, absorbance phosphatase assay; inhibition, % at 13.3 µM; actives 1.1% (n = 290,000); Q8TCT1; AID 1565; in the data active means inhibition above about 60%
DNA FID counter: fluorescent intercalator displacement, NS3 helicase counter-screen; inhibition, % at 7.9 µM; DNA fluorescent intercalator displacement, fluorescence; actives 0.17% (n = 290,000); AID 1845; in the data active means inhibition above about 37%;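 further: 0% = vehicle and 100% = reference compound; higher means more ethidium bromide displaced from hairpin DNA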
NS3 helicase inh: inhibitors of Hepatitis C virus NS3 helicase. actives 0.56% (n = 290,000). NS3 helicase DNA unwinding, Cy5 molecular beacon fluorescence. inhibition, % at 10.9 µM;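 active means inhibition above the mean of all tested compounds plus 3 SD, set per campaign, cut at about 35% in these data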;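 further: 0% = DMSO wells and 100% = thioflavine S control wells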
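Control set: DMSO versus 110 µM thioflavine S; Material: NS3 helicase fragment of HCV; Measured by: Cy5 fluorescence at 0 and 60 min, beacon hairpin quenching; Read-out basis: percent inhibition from t60/t0 fluorescence ratio; Times: reaction time 60 min, 25 °C; Repeats: single replicate; Compound dosing: single dose, 10.9 µM nominal final, DMSO 0.8% final.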
IMP-1 inhibitor: inhibitors of Pseudomonas aeruginosa IMP-1 metallo-beta-lactamase; purified IMP-1, nitrocefin hydrolysis, epi-absorbance fluorescence; inhibition, % at 5.6 µM; actives 0.45% (n = 290,000);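 active means inhibition above the mean plus 3 SD of all compounds in the same screening run, cut at about 4.5% in these data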;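 further: 0% = IMP-1 with DMSO and 100% = DMSO wells lacking enzyme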
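System – purified recombinant IMP-1 beta-lactamase · Input – IMP-1 dispensed at 0.2 nM · Timing – 15 min preincubation plus 25 min reaction at 25 °C · Signal – Epi-absorbance fluorescence, 480 nm excitation, 530 nm emission · Measure – percent IMP-1 inhibition derived from blank-referenced optical density · Controls – Enzyme-plus-DMSO low control, enzyme-free DMSO high control · Replication – singlicate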
pCIP destab: lowers stability of the mouse p/CIP coactivator protein; F442A p/CIP-EGFP cells, EGFP fluorescence, 16 h; actives 0.01% (n = 290,000); decrease of EGFP signal, % at 10 µM; Q05BA5;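 active means EGFP signal decrease of at least 30% at 10 µM or well 3 SD below plate mean, unless failing retest; inactive means the rest, including hits failing retest or dose response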; further: some compounds called inactive have numbers as strong as hits; many of its hits are not listed in these tables
UBC9 SUMO inh: SUMOylation inhibition; actives 0.36% (n = 290,000); inhibition, % at 35 µM; HTRF SUMOylation assay, SAE1/SAE2 + UBC9, in vitro; P63279; in the data active means inhibition above about 50%, passing the limit was not always enough; further: strong numbers were not always called active
IDE cell activ: IDE (human) activation, cell-based; P14735; HEK cells, FAbeta-B cleavage, fluorescence polarization; 0% vehicle, 100% cell-free pure enzyme wells; activation, % at 5.96 µM; actives 0.073% (n = 340,000); AID 493087;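 active means activation above the mean of all tested compounds plus 3 SD, set per screening campaign, cut at about 17% in these data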
Target sequence (P14735 whole entry, looked up): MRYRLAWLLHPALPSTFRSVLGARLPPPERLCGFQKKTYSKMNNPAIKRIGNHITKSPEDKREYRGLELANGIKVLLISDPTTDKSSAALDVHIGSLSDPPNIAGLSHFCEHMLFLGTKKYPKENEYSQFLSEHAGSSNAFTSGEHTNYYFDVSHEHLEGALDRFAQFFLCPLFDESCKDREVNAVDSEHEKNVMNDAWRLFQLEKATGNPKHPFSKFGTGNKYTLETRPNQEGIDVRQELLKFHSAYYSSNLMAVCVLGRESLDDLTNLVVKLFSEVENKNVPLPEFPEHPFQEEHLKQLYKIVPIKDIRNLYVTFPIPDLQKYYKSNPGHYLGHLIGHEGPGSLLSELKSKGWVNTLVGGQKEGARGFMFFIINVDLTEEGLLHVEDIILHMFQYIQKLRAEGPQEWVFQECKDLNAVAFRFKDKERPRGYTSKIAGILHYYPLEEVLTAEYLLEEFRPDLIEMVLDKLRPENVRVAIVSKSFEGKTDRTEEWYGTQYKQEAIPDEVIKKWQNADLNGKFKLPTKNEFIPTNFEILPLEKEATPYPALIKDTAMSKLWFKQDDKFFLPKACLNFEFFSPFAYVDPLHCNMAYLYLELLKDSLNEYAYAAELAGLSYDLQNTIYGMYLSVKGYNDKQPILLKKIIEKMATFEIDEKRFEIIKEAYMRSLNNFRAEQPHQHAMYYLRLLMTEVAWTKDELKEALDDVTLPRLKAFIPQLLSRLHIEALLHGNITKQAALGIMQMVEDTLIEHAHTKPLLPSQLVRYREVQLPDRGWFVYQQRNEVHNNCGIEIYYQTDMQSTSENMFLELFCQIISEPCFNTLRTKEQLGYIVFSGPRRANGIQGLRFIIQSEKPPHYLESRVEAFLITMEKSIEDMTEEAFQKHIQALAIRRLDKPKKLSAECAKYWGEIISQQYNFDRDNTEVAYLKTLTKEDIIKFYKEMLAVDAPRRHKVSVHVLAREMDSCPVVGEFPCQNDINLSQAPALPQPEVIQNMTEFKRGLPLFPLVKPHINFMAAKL
MEKK3 PB1 HTS: MEKK3-MEK5 PB1 interaction, increase or decrease; bead-based flow cytometry, Alexa488-MEK5 binding to MEKK3; actives lie on both sides; 0 = blocked by unlabeled MEK5, 100 = vehicle; binding response (% of control), % at 10 µM; actives 1.4% (n = 290,000);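 active means binding response more than 3 SD above or below the average of its plate-row segment, actives on both sides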;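 further: Alexa488 bead fluorescence after subtracting the streptavidin-only scavenger bead signal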
An asterisk follows results filed as active; / = no result given. An excerpt; the hit share may differ from the screen's.

structure,VIM-2 inhibitor,PHOSPHO1 block,DNA FID counter,NS3 helicase inh,IMP-1 inhibitor,pCIP destab,UBC9 SUMO inh,IDE cell activ,MEKK3 PB1 HTS
NS(=O)(=O)c1ccc2c(c1)C1C=CCC1C(C1CC=CCC1)N2 (stereo unspecified),0.3,3,-4,15,13*,-1,20,-3,100
Cc1ccc(NC(=S)Nn2cnnc2)cc1,-0.2,13,0,-7,-1.6,-6,8,2,95
CCOc1ccc(NC(=O)CCNS(=O)(=O)c2ccc3c(c2)c(=O)n(C)c(=O)n3C)cc1,-2.3,17,-3,1,-0.1,-9,25,3,92
COc1ccc(NC(=O)c2cccs2)cn1,-4.4,20,1,-18,-3.6,2,-7,0,109
C#CCNC(=O)/C=C/c1ccc(OC)cc1,-4.4,-6,1,1,-2.1,-3,-2,2,98
CC(=O)c1ccc(N2CCN(CC(O)COCc3ccco3)CC2)cc1 (stereo unspecified),-2.3,13,-3,-11,-1.7,-14,33,-2,101
Cn1c(=O)c2c(ncn2CCN(CCO)Cc2ccccc2)n(C)c1=O,-1.6,14,3,8,-3.4,-11,-1,2,100
COc1cc(NC(=O)CSc2nnnn2Cc2ccccc2)cc(OC)c1,-5.7,47,-16,5,-2.9,-2,-4,2,93
O=C(Cn1cnc2c(nnn2Cc2ccc(F)cc2)c1=O)NCc1ccc(F)cc1,-1.9,-12,0,1,-2.2,4,-7,2,99
Cc1cnc(NC(=O)COc2ccc3c(c2)CCC3)s1,-1.4,46,-22,12,-1.8,-5,4,2,101
C/C(N)=C(/C#N)C(=O)CSc1nnc(-c2ccc3c(c2)OCO3)o1,-1.1,-11,-1,-4,-4.5,0,1,-1,92
Cc1cc2ccccn2c1C(=O)c1ccc(N/N=C/c2ccc(C(=O)O)cc2)c([N+](=O)[O-])c1,1.5,-49,-3,8,-1.9,-9,-22,8,106
O=S1(=O)CC(NCc2ccccc2)C(Nc2ccc(Cl)cc2)C1 (stereo unspecified),0.6,14,0,1,-2.0,6,-28,-1,102
Cc1ccc(S(=O)(=O)N2CCOCC2)cc1NC(=O)COC(=O)CNC(=O)c1ccc(C(C)(C)C)cc1,3.0,-12,-31,2,-0.9,0,-22,-1,94
O=[N+]([O-])c1ccc(NCCc2ccccc2)c(Br)c1,0.2,44,9,10,1.4,-2,-30,5,100
O=C1c2ccccc2C(=O)N1CCCCSc1nnnn1-c1ccccc1,-3.0,7,-18,-1,-3.3,2,-4,0,92
COC(=O)c1[nH]c2ccccc2c1NC(=O)CN1CCN(c2cccc(Cl)c2)CC1,-2.9,-16,-13,-6,-0.7,-15,-19,-12,103
Cc1ccccc1OCC(=O)N(Cc1ccc(N(C)C)cc1)C1CCS(=O)(=O)C1 (stereo unspecified),0.7,-42,-27,6,-2.3,-6,6,-3,102
Clc1ccc(-c2nnc(COc3ncnc4ccccc34)o2)cc1,-1.5,20,-10,-1,-4.2,-10,17,0,102
O=C(CN1CCN(Cc2ccccc2)CC1)N/N=C/c1ccco1,-2.9,20,0,-5,-2.9,-17,-8,2,98
COC(=O)c1cc(S(=O)(=O)N2c3ccccc3CC2C)cn1C (stereo unspecified),-2.0,30,-24,-4,-3.4,-9,/,1,102
O=C(c1ccc2c(c1)OCO2)N(c1ccc(F)cc1)C1C=CS(=O)(=O)C1 (stereo unspecified),-0.4,17,0,-2,-1.2,-21,15,7,117
CCCCC(CC)CNC(=O)C1C2C=CC(C2)C1C(=O)O (stereo unspecified),0.9,-15,3,0,-3.3,-15,11,2,108
CCCCS(=O)(=O)C(=C1Nc2ccccc2N1)S(=O)(=O)CCCC,-2.7,2,-8,0,-5.5,-2,-16,3,101
O=C1CCC(=O)N1c1ccc(S(=O)(=O)Nc2ccc(Br)cc2)cc1,-4.9,35,-9,11,-1.6,-16,3,5,101
O=c1c2ccccc2c(-c2ccccc2)nn1-c1ccccn1,-0.2,44,-12,-5,0.0,6,9,3,109
CCOc1ccc(-n2c(SCC(N)=O)nc3c(c2=O)SCC3)cc1,-5.3,12,-7,5,-5.7,1,-8,0,111
O=C(Nc1nnc(-c2ccccc2)s1)c1ccc(Cl)c(S(=O)(=O)N2CCOCC2)c1,-1.6,6,1,3,-2.0,4,-2,/,101
CN1CCN(c2nc(-c3cccnc3)nc3scc(-c4ccccc4)c23)CC1,4.8,28,0,-5,-0.8,-5,5,0,99
OCCC1CN(Cc2nc(-c3ccccc3)cs2)CCN1Cc1ccc(F)cc1 (stereo unspecified),-1.2,-19,3,-15,-2.9,-5,-2,-2,88
c1ccc2c(CSCCc3ccncc3)cccc2c1,-1.0,16,-4,-11,-3.0,-24,4,2,102
O=C(NCCOc1ccc(F)cc1)C1CCC(=O)N(CCCN2CCOCC2)C1 (stereo unspecified),-1.0,31,0,6,0.7,-3,5,4,105
CCOc1cc(NC(=S)NCCCN2CCOCC2)c(OCC)cc1NC(=O)C1CC1,-4.4,-21,5,-7,-2.2,1,0,6,108
O=C(NC(=S)Nc1ccccc1)c1cc([N+](=O)[O-])ccc1N1CCOCC1,-1.6,46,1,-2,-2.0,-10,2,-3,103
CC1=Nn2c(nnc2C2CCCCC2)SC1,-0.2,43,3,-1,-2.9,-7,-4,5,99
COc1ccc(CNC(=O)C(NC(C)=O)C(=O)Nc2ccc(C(C)C)cc2)cc1 (stereo unspecified),-1.4,46,-26,13,0.5,-5,-3,2,96
CCOc1ccc(C(C)NC(=O)c2cccnc2OCC)cc1OCC (stereo unspecified),-1.0,48,-17,-10,-0.8,-2,-4,1,97
Cc1cccc(NC(=S)NCCc2ccccc2)c1C,-2.9,/,-11,4,-5.0,19,12,0,105
Cc1ccc2nc(NC(=O)C3CCN(S(=O)(=O)c4cnc[nH]4)CC3)sc2c1,-5.5,2,-5,-10,-1.5,8,3,8,85
CC(=O)c1cc(CN2CCC(C(=O)Nc3cccc(-c4cscn4)c3)CC2)cs1,-0.8,48,10,-31,-4.0,-7,-2,-4,103
CC(NC(=O)c1ccc([N+](=O)[O-])cc1Cl)C1CC2CCC1C2 (stereo unspecified),-1.4,35,-10,-15,-2.5,-2,4,-1,96
Cc1ccc(CNC(=O)CCN2C(=O)[C@@H]3Cc4ccccc4CN3C2=O)cc1,0.3,12,-26,1,0.2,-18,-12,10,102
O=C(CN(c1ccc(F)cc1)S(=O)(=O)c1ccccc1)NCc1ccco1,-3.8,-4,-10,0,-3.3,1,2,-4,97
COc1ccc(-c2nnc(-c3cc4c(ccc5ccccc54)oc3=O)o2)cc1,-4.6,6,-3,3,-3.1,5,33,-2,108
CCOc1ccc(NC(=S)N(CCc2c(C)[nH]c3ccccc23)Cc2ccco2)cc1,-0.8,16,-11,-19,-0.8,-6,-17,3,103
CSc1cccc(NC(=S)N2CCC(N(C)C3CCCCCC3)CC2)c1,-4.1,-23,20,-5,-2.8,-3,7,5,98
COc1ccccc1N1CCN(C(=O)CN(Cc2ccccc2)S(C)(=O)=O)CC1,0.6,-40,-35,-4,-3.4,-1,-1,2,114
CN(C)CCCNCC(=O)NN(c1ccccc1)c1ccccc1,1.7,40,28,5,0.7,4,-2,/,76
CC(NC(=O)C(=O)N1CCOCC1)C(c1cccs1)N1CCN(c2ccc(F)cc2)CC1 (stereo unspecified),-2.4,49,-34,14,-1.5,-4,4,-1,98
Cc1ccc(C(=O)COC(=O)COc2ccc(C)c(C)c2)cc1,-2.4,22,-28,-5,-3.4,5,-14,6,99
COCCN(C(=O)CNC(=O)c1ccco1)C(C(=O)NC1CCCC1)c1cccs1 (stereo unspecified),-1.9,9,-8,6,-3.9,-6,-14,5,109
CCOC(=O)N1CCN(c2c(-c3ccc(C)cc3)c(=O)c2=O)CC1,-1.2,-1,-14,5,-0.8,0,7,4,91
CCOc1ccc(N(CC(=O)N2CCCC2)S(=O)(=O)c2ccc(F)cc2)cc1,-2.3,41,-35,-1,0.9,-64,-4,5,101
Cn1c(=O)c2c(nc(OCc3ccccc3)n2C)n(C)c1=O,1.8,0,-4,2,-0.5,-2,-5,-2,107
CC(=O)NC(C(=O)NCC(N)=O)C(C)C (stereo unspecified),-3.9,14,-5,2,-2.6,-12,-8,0,105
O=C(CN1C(=O)CSc2ccccc21)Nc1ccccc1C(=O)N1CCOCC1,-2.5,-59,-1,5,-3.1,4,8,-4,82
S=C(NCc1ccccc1)NN1CCOCC1,-0.2,23,-4,-7,-2.3,-3,6,-3,102
CN1CCc2c(sc(NC(=O)c3cc4cc([N+](=O)[O-])ccc4s3)c2C(N)=O)C1,-0.7,6,12,-41,-2.0,-31,5,/,89
O=[N+]([O-])c1ccc(COn2nnc3ccccc32)cc1,0.5,-6,2,-7,-0.5,-20,2,2,92
CCOc1ccc(CCNC(=O)C2CCCN(C(=O)N(C)C)C2)cc1OCC (stereo unspecified),-4.3,-6,-22,-2,-3.5,-9,11,-4,72

Other structures
structure,VIM-2 inhibitor,PHOSPHO1 block,DNA FID counter,NS3 helicase inh,IMP-1 inhibitor,pCIP destab,UBC9 SUMO inh,IDE cell activ,MEKK3 PB1 HTS
COc1ccc(S(=O)(=O)N2CN(Cc3ccco3)c3nc4ccccc4nc32)cc1,2.5,-31,-15,4,-6.3,-3,8,-1,94
O=C(CSc1nnc(-c2ccccc2)n1-c1ccc(Cl)cc1)NC1CCS(=O)(=O)C1 (stereo unspecified),0.3,11,-26,-5,-3.8,6,12,3,104
CC(=O)Oc1ccc(OC(C)=O)c(SCCCCCCl)c1,-1.4,-10,-14,-10,-2.5,-14,-8,-5,101
Cc1ccnc(NC(=O)c2ccc(NC(=O)c3ccco3)cc2)c1,1.3,-10,-12,1,-1.8,-6,-2,-4,84
CN1CCN(c2oc(-c3ccccc3Cl)nc2S(=O)(=O)c2ccccc2)CC1,0.1,47,1,-46,-1.3,3,-11,5,106
CN1CCN(C(=O)COCc2cc(-c3ccc4c(c3)OCO4)on2)CC1,-1.3,-20,1,2,-2.1,-10,14,6,98
CC(C)(C)C(=O)Nc1nnc(SCC(=O)NCc2cccs2)s1,56*,-19,-7,1,-1.5,-6,23,0,110
O=C(/C=C/c1ccccc1)NC1CC2CCCC(C1)N2Cc1ccccc1 (stereo unspecified),-2.4,-8,8,-7,-1.0,-5,-8,/,106
